Source: PubChem (National Center for Advancing Translational Sciences (NCATS))
KDM5B inh: Primary screen for KDM5B Histone Demethylases FDH-coupled qHTS. Lysine-specific demethylase 5B (Homo sapiens), Q9UGL1. Potency, µM (doses to about 57.7 µM), for the others: at the highest dose activity change, negative = inhibition, most hits filed as inhibitors. KDM5B demethylase, FDH-coupled NADH fluorescence (FDH is formaldehyde dehydrogenase). actives 2.6% (n = 220,000); active means well fitted inhibition curve with a large enough effect; inconclusive means small, poorly fitted or top-dose-only effect; inactive means no such curve, though single readings can be large or run the other way; further: 0% is about no effect; nearly all actives have a fitted effect of over 70% in size
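Here, H3K4me3 peptide (12.5 µM in substrate mix) is demethylated by KDM5BΔAP, 200 nM final, after 10 min compound exposure. Formaldehyde product is coupled through FDH (0.25 U/mL in mix) to NADH fluorescence; 30-min ΔRFU feeds dose-response curves.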
Numbers without * were called inactive; i = inactive; ? = inconclusive; [ ] = another dose, or the depositor's remark. Potency means the concentration at half of the fitted maximal effect.

no.	SMILES	KDM5B inh
1	CCOC(=O)C1(Cc2ccccc2F)CCCN(C(=O)c2ccc3c(c2)OCCO3)C1 (stereo not given)	20.1%
2	COCc1cccc(-c2n[nH]c3c2CC(=O)N(CC2CCOCC2)C3)c1	9.6%[86.2 µM]
3	OCc1cc(-c2ccccc2)n[nH]1	6.7%
4	CCCC(=O)Nc1cccc(C(=O)OC/C(=N\O)c2ccc(OC)cc2)c1	5.0%
5	COc1cc(C2CC(=O)N(CC(=O)Nc3ccccc3C)c3ccccc3S2)cc(OC)c1OC (stereo not given)	7.1%
6	COC(=O)c1cc(NC(=O)c2ccccc2OC)c(F)cc1F	-10.9%
7	CC(Sc1nc(NC2CC2)c2ccccc2n1)C(=O)N1CCCC1 (stereo not given)	3.2%
8	CC1=NS(=O)(=O)N(C)C=C1C(=O)OCc1nc(-c2ccccc2)no1	5.4%
9	Brc1ccc(-c2noc(-c3ccccc3Br)n2)o1	-27.2%
10	CCN(CC(=O)NCc1ccc(Cl)cc1)C(=O)Cc1ccccc1[N+](=O)[O-]	-8.4%
11	CC(C)c1cccc(NC(=O)CN2C(=O)C(c3ccccc3)=NC23CCCC3)c1	-20.5%
12	CC(C)(C)C(=O)NC[C@H]1O[C@H](Cc2cc(-c3ccc(F)cc3)on2)CC[C@@H]1O	-8.2%[86.2 µM]
13	CCCn1ccc2sc(C)c(C(=O)N3CCN(c4ccccn4)CC3)c2c1=O	?
14	COc1ccc(CNC(=O)c2cc(-c3ccc(C)c(C)c3O)n[nH]2)cc1	6.8%
15	Cc1cc(-n2c(C)cc(C(=O)CSc3nnc(COc4ccc(Cl)cc4)o3)c2C)no1	2.3%
16	COCCOC1CCN(C(=O)Nc2cccc(F)c2)CC1	-1.4%
17	O=S(=O)(c1ccccc1)N1CCC(c2noc(C3CC3)n2)C1 (stereo not given)	-24.4%
18	O=C(c1ccco1)n1nc(-c2ccccc2)nc1NCc1ccccc1Cl	-17.9%
19	CCN1CCN(c2ccc(S(=O)(=O)N3CCCCC3)cc2NC(=O)Cc2c(Cl)cccc2Cl)CC1	4.6%
20	CCOP(=O)(c1ccc(N(C)C)cc1)C(O)c1cccnc1 (stereo not given)	-22.8%
21	Fc1ccc(CNCCOc2ccccn2)cc1	-23.0%
22	O=C(OCc1nc2ccccc2o1)c1ccccc1F	4.8%
23	Cc1ccc2nc(-c3ccc(Cl)s3)cc(C(=O)O)c2c1	?
24	COc1ccc(Nc2c(-c3ccc(N4CCOCC4)cc3)nc3ncccn23)cc1OC	11.2%
25	CCCCn1nc(C(=O)Nc2cccc(S(=O)(=O)NC3=NCCC3)c2)c2ccccc2c1=O	8.3%
26	O=C(c1ccsc1)N1CCC2(CC1)CN(c1ccncn1)CC2CO (stereo not given)	5.4%
27	Cc1ccc(Cn2c(CCCNC(=O)C3CCCCC3)nc3ccccc32)cc1	-15.8%
28	Cc1ccc(-c2cc(-c3ccc(C)cc3)[nH]n2)cc1	14.6%
29	COC(=O)C1=C(C)N=C2SC=C(CC(=O)NCc3ccccc3)N2C1c1ccccc1F (stereo not given)	-20.7%
30	COc1ccccc1CN(C)C(=O)c1coc(COc2cccc(F)c2F)n1	3.5%
31	CCC(=O)N1CCc2cc(CNS(=O)(=O)c3ccc(NC(=O)CC(C)C)cc3)ccc21	-1.7%
32	COCCNC(=O)CCCn1c(SCC(=O)NCc2ccc(C)cc2)nc2c(sc3ccccc32)c1=O	-0.8%
33	CC1CCN(S(=O)(=O)c2nnc(NC(=O)c3cccc(Cl)c3)s2)CC1	0.2%
34	O=C(CN1CCN(CC(=O)N2CCC(Cc3ccccc3)CC2)CC1)Nc1ccccc1Cl	-17.6%
35	O=C(c1ccncc1)N1CCc2c(nc3cc(-c4ccccc4Cl)[nH]n3c2=O)C1	?
36	CC(C)(O)CCc1cccc(C(=O)NCC(O)c2ccccc2Cl)c1 (stereo not given)	32.0%[activator]
37	O=C(CC(=O)NCc1ccc(Cl)cc1)NCc1ccccc1	-7.3%
38	CNC(=O)[C@@H]1C[C@H](Oc2ccccc2)CN1C(=O)C1(C)CCCCC1	0.3%
39	CS(=O)(=O)N1CCC2(C1)OC(=O)Nc1ccccc12 (stereo not given)	11.8%[86.2 µM]
40	CCc1c(C)nn(CC(=O)N2CC(C)(C)[C@@](C)(O)C2)c1C	8.1%
41	O=C(Nc1ccccc1F)c1ccc(-c2ccccc2)cc1	2.7%
42	N#Cc1c(O)ccc(O)c1C#N	?
43	COc1ccc(NC(=O)CSc2nc3cc(C)[nH]c3c(=O)n2C)cc1Cl	3.1%
44	Cc1ccc(CNC(=O)c2c(C)sc3ccn(CC(C)C)c(=O)c23)o1	25.1µM*
45	Cc1cn(CC(=O)N2CCc3nc(-c4cn[nH]c4)[nH]c3C2)c(=O)[nH]c1=O	-18.6%
46	COCCOc1ccc(C(=O)N[C@@H]2CN(C(=O)Nc3ccc(OC(F)(F)F)cc3)CCC[C@H]2O)cc1	-19.6%
47	CCOC(=O)c1c(S(=O)(=O)NCC(=O)N2CCN(c3cc(C)ccc3C)CC2)c(C)n(C)c1C	-13.2%
48	Cc1ccc(CN2CC[C@@H](CO)N(C)c3cccnc3C2)s1	-2.4%[86.2 µM]
49	C#CCNC(=O)[C@@H]1Cc2cn(CC=C)c3cccc(c23)[C@H](CC(C)C)N1	?
50	CC(C)CC(=O)NC1CCN(c2cnn(C)c(=O)c2)CC1	10.8%
51	Cc1cccc(NCc2nnc3n2CCCCC3)c1C	-19.0%
52	COc1cccc(N2C(=O)N(Cc3ccc(C#N)cc3)c3ccccc3S2(=O)=O)c1	-18.8%
53	CC(C)(C)CN1CCC(n2nccc2NC(=O)c2ccccc2Cl)CC1	25.7%
54	O=C(Cc1cccs1)NCc1cccc(C(F)(F)F)c1	-10.5%
55	O=C(NCC1CCN(c2cc(-c3ccc(Cl)cc3)[nH]n2)CC1)c1cc(C2CC2)[nH]n1	-25.2%
56	Cn1ccc2cc(-c3csc(CN4CC(C)(NC(=O)C5CC5)C4)n3)ccc21	-22.3%[86.2 µM]
57	OC1(c2nc(Nc3ccc(Cl)c(C(F)(F)F)c3)n[nH]2)CCOCC1	-26.9%[86.2 µM]
58	CC1CCc2nc3ccc(S(=O)(=O)N4CCC(C(=O)NCc5ccccc5Cl)CC4)cc3c(C(=O)O)c2C1 (stereo not given)	?
59	CCN(CC)CCOC(=O)c1ccc(N/C=C(/C#N)c2nc(-c3ccc(OC)c(OC)c3)cs2)cc1	-40.3%
60	CC(C)(C)NC(=O)/C(=C/c1ccc(-c2ccc(Br)cc2)o1)NC(=O)c1ccccc1	13.8%

An excerpt of these results, with the structure last:
nr | KDM5B inh | structure
40 | 8.1% | CCc1c(C)nn(CC(=O)N2CC(C)(C)[C@@](C)(O)C2)c1C
41 | 2.7% | O=C(Nc1ccccc1F)c1ccc(-c2ccccc2)cc1
42 | ? | N#Cc1c(O)ccc(O)c1C#N
43 | 3.1% | COc1ccc(NC(=O)CSc2nc3cc(C)[nH]c3c(=O)n2C)cc1Cl
44 | 25.1µM* | Cc1ccc(CNC(=O)c2c(C)sc3ccn(CC(C)C)c(=O)c23)o1
45 | -18.6% | Cc1cn(CC(=O)N2CCc3nc(-c4cn[nH]c4)[nH]c3C2)c(=O)[nH]c1=O
46 | -19.6% | COCCOc1ccc(C(=O)N[C@@H]2CN(C(=O)Nc3ccc(OC(F)(F)F)cc3)CCC[C@H]2O)cc1
47 | -13.2% | CCOC(=O)c1c(S(=O)(=O)NCC(=O)N2CCN(c3cc(C)ccc3C)CC2)c(C)n(C)c1C
48 | -2.4%[86.2 µM] | Cc1ccc(CN2CC[C@@H](CO)N(C)c3cccnc3C2)s1
49 | ? | C#CCNC(=O)[C@@H]1Cc2cn(CC=C)c3cccc(c23)[C@H](CC(C)C)N1
50 | 10.8% | CC(C)CC(=O)NC1CCN(c2cnn(C)c(=O)c2)CC1
51 | -19.0% | Cc1cccc(NCc2nnc3n2CCCCC3)c1C
52 | -18.8% | COc1cccc(N2C(=O)N(Cc3ccc(C#N)cc3)c3ccccc3S2(=O)=O)c1
53 | 25.7% | CC(C)(C)CN1CCC(n2nccc2NC(=O)c2ccccc2Cl)CC1
54 | -10.5% | O=C(Cc1cccs1)NCc1cccc(C(F)(F)F)c1
55 | -25.2% | O=C(NCC1CCN(c2cc(-c3ccc(Cl)cc3)[nH]n2)CC1)c1cc(C2CC2)[nH]n1
56 | -22.3%[86.2 µM] | Cn1ccc2cc(-c3csc(CN4CC(C)(NC(=O)C5CC5)C4)n3)ccc21
57 | -26.9%[86.2 µM] | OC1(c2nc(Nc3ccc(Cl)c(C(F)(F)F)c3)n[nH]2)CCOCC1
58 | ? | CC1CCc2nc3ccc(S(=O)(=O)N4CCC(C(=O)NCc5ccccc5Cl)CC4)cc3c(C(=O)O)c2C1 (stereo not given)
59 | -40.3% | CCN(CC)CCOC(=O)c1ccc(N/C=C(/C#N)c2nc(-c3ccc(OC)c(OC)c3)cs2)cc1
60 | 13.8% | CC(C)(C)NC(=O)/C(=C/c1ccc(-c2ccc(Br)cc2)o1)NC(=O)c1ccccc1

(listing goes on)
no.	SMILES	KDM5B inh
61	CC(C)NC(=O)C1COC2(CCN(C(=O)c3cccc(Cl)c3)CC2)N1C(=O)c1ccc(F)cc1 (stereo not given)	6.6%
62	O=C(NC1=N[C@@]2(C=C3CCCCC3n3c(=O)n(-c4ccccc4)c(=O)n32)CN1Cc1ccccc1)c1ccccc1 (stereo not given in full)	8.7%
63	O=C(CSc1ccc2ccccc2n1)N(C1CCCC1)C1CCS(=O)(=O)C1 (stereo not given)	2.0%
64	CCCn1c(=O)[nH]c(=O)c2c1nc(-c1ccc(OC)c(O)c1)n2CCN1CCOCC1	-7.4%
65	COc1cccc(/C=C2\Sc3ccc(C(=O)NCc4cccnc4)cc3N(C)C2=O)c1	?
66	CC(C)n1ncc2cc(NC(=O)C3CCN(S(=O)(=O)c4ccccc4)CC3)cnc21	-0.2%
67	CN1CCC(N2CCC(O)(c3csc(CN4CCc5ccccc5C4)n3)CC2)CC1	-1.1%[86.2 µM]
68	CN(C)c1ccc(CN2CCC3(CC2)COc2ccccc2C(=O)N3)cc1	?
69	CC(=O)SC1CC(=O)N(c2c(C)cccc2C)C1=O (stereo not given)	15.8%
70	CCOC(=O)C1(Cc2ccccc2)CCN(Cc2cccn2-c2cccnc2)CC1	-7.6%
71	CS(=O)(=O)c1ccc(-c2nc(C(=O)N3CCCC3)n3ccccc23)cc1	i
72	CCOC(=O)c1c(C)c(CCC(=O)NCCN2CCN(CC)CC2)c(C)n1C	-16.1%
73	Cn1c(=O)[nH]c(=O)c2c1nc(CN1CCN(c3ccccc3)CC1)n2Cc1c(F)cccc1Cl	-1.2%
74	O=C(NCc1ncc(-c2ccccc2)o1)c1ccc(F)cc1	-8.9%
75	Cc1ccc(C(=O)Nc2ccc(C(=O)N(C)C)cc2)cc1	-1.7%
76	COc1ccc(-n2ccnc2SCC(=O)Nc2ccc3c(c2)OCO3)cc1	-13.7%
77	COc1ccc(OCC(=O)N(Cc2cccc(OC)c2)C2CCS(=O)(=O)C2)cc1 (stereo not given)	3.3%
78	COc1cccc(CNC(=O)CC2CCOCC2)c1OC	-9.3%
79	COC(=O)C1(C)Cc2ccc(Cl)cc2C(=O)O1 (stereo not given)	1.3%
80	CCOC(=O)c1cccc(NC(=O)c2cc3sccc3n2Cc2ccc(Cl)cc2)c1	?
81	CCc1cccc(C)c1NS(=O)(=O)c1cc(-c2cc(C)no2)ccc1C	-4.7%
82	O=S1(=O)c2ccc(N3CCSCC3)cc2Oc2ccccc2CN1Cc1cn(Cc2ccc(C(F)(F)F)cc2)nn1	?
83	CCOc1ccc(NC(=O)c2c(Nc3ccc(OC)cc3OC)sc(C(=O)c3ccc(Cl)cc3)c2N)cc1	?
84	COc1cccc(N2CCN(C(=O)c3cc(NC(=O)C(C)C)cc4nc(C)ccc34)CC2)c1	-3.5%
85	CN(C)c1ccc(-c2nc3ccc(Cl)cn3c2Nc2ccc3c(c2)OCCO3)cc1	-130.0%
86	CCOc1ccccc1CNC(=O)c1ncoc1-c1cccc(C)c1	-12.0%
87	Cc1cc(C(=O)C(C)Sc2nnnn2Cc2cccs2)c(C)n1Cc1ccco1 (stereo not given)	-13.3%
88	Cc1ccc(NC(=O)C2CCN(C(=O)c3cccs3)CC2)cc1	32.2%
89	Cc1nc(SCC(N)=O)c(C#N)c(C)c1C	24.8%
90	Cc1noc([C@@H]2CN(C(=O)COc3ccccc3)C[C@H]2CO)n1	-13.3%
91	Cc1nc2ccccc2c(C)c1CC(=O)NC(C)(C)C	9.1%
92	CC(C)CCNC(=O)CN1C(=O)NC(c2ccccc2)(c2ccccc2)C1=O	-4.0%
93	CCCc1nc2nc(C)cc(Nc3ccccc3)n2n1	-9.1%
94	COc1ccc(CCNC(=S)NC(=O)c2cccc(Cl)c2)cc1OC	3.7%
95	CCOc1ccc(NC(=S)NS(=O)(=O)c2cc(Br)ccc2OCC)cc1	?
96	CCn1c(C)nnc1SCC(=O)Nc1ccc2c(c1)OCCO2	25.2%
97	Cc1cc(C)cc(NC(=O)C2CCCN(c3nnc(-n4c(C)ccc4C)s3)C2)c1 (stereo not given)	-62.6%
98	COCCN(Cc1ccccc1)C(=O)c1cc2ccccc2oc1=O	1.9%
99	COC(=O)c1ccc(-n2nnc(-c3nc(-c4ccc5c(c4)OCO5)no3)c2C)cc1	-17.3%
100	COc1ccc(Br)c2c1-c1nc(NC(=O)c3ccccc3SC)sc1C2	?
101	CSc1nccc(-c2cccs2)n1	6.1%

Some of the compounds tested; rates above refer to the full screens.
